From PubChem
TCR-CD3 inh: human TCR-CD3 binding inhibition | TAMRA-labeled TCR probe fluorescence, biochemical | inhibition, % at 9.4 µM | actives 0.37% (n = 360,000); in the data active = inhibition above about 19%;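 also: recombinant mutant TCR 2C K166C tagged with TAMRA read by polarization; 0% = receptor in buffer alone and 100% = receptor with positive control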
HTRA1 inhibitor: blocks human HTRA1 serine peptidase | Q92743 | inhibition, % at 5.96 µM | recombinant HTRA1, FP-rhodamine activity-based probe, fluorescence polarization | actives 0.5% (n = 340,000); in the data active = inhibition above about 36%;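 also: 0% = enzyme with DMSO and 100% = wells lacking enzyme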
NR1D1 modulator: modulates human Rev-erb alpha binding to DNA; AID 1259318; actives 0.79% (n = 370,000); activity, % at 10 µM; Rev-erbα–FITC-DNA binding, fluorescence polarization, 90 min; P20393;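 active = activity above about 14%, limit read from the data; passing the limit was not always enough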;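 also: 0% = DMSO wells with 35 nM protein and 100% = DMSO wells with 750 nM protein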
PRMT1 inh: blocks human protein arginine methyltransferase 1 | Q99873 | recombinant PRMT1, activity-based probe fluorescence polarization | inhibition, % at 2.79 µM | actives 1.3% (n = 370,000);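 active = inhibition above about 21% made by adding two undisclosed values, limit read from the data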
MBD2 inh: inhibitors of human MBD2 binding to methylated oligonucleotide; Q9UBB5; TR-FRET; inhibition, % at 4.4 µM; actives 0.31% (n = 370,000); AID 686964; in the data active = inhibition above about 13%
rCAG binder: binds r(CAG) RNA repeats. r(CAG) RNA repeat, TO-PRO-1 dye displacement fluorescence. inhibition, % at 3 µM. actives 1.3% (n = 370,000). AID 651821;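 active = inhibition above the plate cutoff, the mean of all test compounds on that plate plus 3 SD, cut at about 35% in these data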;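 also: 0% = DMSO alone and 100% = 100 µM mitoxantrone as full dye displacement; higher means more dye released from RNA so lower well fluorescence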
mABHD4 FP: inhibits mouse alpha/beta hydrolase domain 4; inhibition, % at 8.92 µM; actives 0.54% (n = 370,000); Q8VD66; purified mABHD4, FP-Rh probe fluorescence polarization;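 active = inhibition exceeding the mean over every tested compound plus 3 SD, cut at about 30% in these data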;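 also: 0% = plate median of compound wells and 100% = S159A mutant with DMSO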
Target sequence (Q8VD66 whole entry, looked up, the tested form may be a part): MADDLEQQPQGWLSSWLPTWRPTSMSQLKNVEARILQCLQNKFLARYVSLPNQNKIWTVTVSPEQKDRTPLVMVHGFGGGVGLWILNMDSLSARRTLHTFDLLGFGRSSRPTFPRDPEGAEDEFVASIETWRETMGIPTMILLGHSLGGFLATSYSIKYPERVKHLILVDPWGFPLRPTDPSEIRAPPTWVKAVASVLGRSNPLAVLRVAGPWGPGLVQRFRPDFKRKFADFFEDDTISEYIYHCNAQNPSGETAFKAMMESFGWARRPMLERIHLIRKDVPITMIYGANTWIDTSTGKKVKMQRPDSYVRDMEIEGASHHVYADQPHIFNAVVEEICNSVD
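Doses – 8.92 µM, single dose · Material – wild-type mouse ABHD4 protein · Replication – single well per compound (singlicate) · Measure – percent inhibition of probe binding, normalized to plate controls · Schedule – 45 min compound pre-incubation plus 60 min probe step, 25 °C · Detection – fluorescence polarization with parallel and perpendicular emission, 525/598 nm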
UHRF1 binding: human UHRF1 methylated DNA binding inhibitors; Q96T88; UHRF1 binding to methylated oligo, TR-FRET; inhibition, % at 4.4 µM; actives 0.75% (n = 370,000); AID 687016; in the data active = inhibition above about 21%;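 also: UHRF1 SRA domain binding a hemimethylated CpG hairpin DNA probe; 0% = median of test compound wells and 100% = reference inhibitor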
Target sequence (Q96T88 whole entry, looked up, the tested form may be a part): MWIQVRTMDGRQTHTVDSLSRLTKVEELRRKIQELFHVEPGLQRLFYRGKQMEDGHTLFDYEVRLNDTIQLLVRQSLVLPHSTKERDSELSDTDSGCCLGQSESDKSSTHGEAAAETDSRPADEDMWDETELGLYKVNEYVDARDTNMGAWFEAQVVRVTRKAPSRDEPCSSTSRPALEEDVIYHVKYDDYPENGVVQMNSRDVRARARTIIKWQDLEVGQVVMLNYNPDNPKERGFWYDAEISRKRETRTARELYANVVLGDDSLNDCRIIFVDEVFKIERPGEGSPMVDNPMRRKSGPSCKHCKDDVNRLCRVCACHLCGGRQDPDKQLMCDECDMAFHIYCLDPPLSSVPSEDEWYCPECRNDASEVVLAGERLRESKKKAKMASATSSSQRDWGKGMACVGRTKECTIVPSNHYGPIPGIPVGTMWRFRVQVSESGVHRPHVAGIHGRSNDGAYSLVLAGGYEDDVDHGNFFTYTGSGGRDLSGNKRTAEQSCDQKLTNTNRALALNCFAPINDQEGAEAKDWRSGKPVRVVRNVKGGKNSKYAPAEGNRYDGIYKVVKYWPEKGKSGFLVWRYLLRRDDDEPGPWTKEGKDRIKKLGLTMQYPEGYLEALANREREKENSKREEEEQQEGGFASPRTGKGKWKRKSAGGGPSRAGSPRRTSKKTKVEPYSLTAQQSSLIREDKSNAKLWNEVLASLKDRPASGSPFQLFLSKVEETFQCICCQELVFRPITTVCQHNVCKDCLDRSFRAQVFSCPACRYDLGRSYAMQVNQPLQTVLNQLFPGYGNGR
PG9 Ab binder: binds the HIV-1 gp120 antibody PG9; TR-FRET gp120-PG9 antibody binding; inhibition, % at 6.7 µM; actives 0.43% (n = 360,000); AID 624416; in the data active = inhibition above about 8.5%
LEDGF integ inh: blocks HIV-1 LEDGF/p75-dependent DNA integration. actives 0.64% (n = 370,000). TR-FRET IN-LEDGF/p75 DNA integration, Eu/Cy5. inhibition, % at 3.7 µM. AID 743269;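 active = inhibition above the screen-wide mean plus 3 SD, cut at about 13% in these data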;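 also: signal is the Cy5 over europium emission ratio at 671 and 618 nm; 0% = plate median of compound wells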
An asterisk follows results filed as active; · = not tested or not shown; & = joins results of further samples.

Order of results – TCR-CD3 inh, HTRA1 inhibitor, NR1D1 modulator, PRMT1 inh, MBD2 inh, rCAG binder, mABHD4 FP, UHRF1 binding, PG9 Ab binder, LEDGF integ inh
1. O=c1[nH]cnc2c1c(-c1ccccc1)cn2-c1ccccc1
    -7, -9, -2, 1, 3, 1, 5, 0, -0.8, -3
2. C=CCn1c(NC(=O)c2ccco2)nc2ccccc21
    0, 1, 2, -5, -5, -1, -3, -2, -2.5, 3
3. CC1CCN(C(=O)c2ccccc2NC(=O)c2cccc(S(=O)(=O)N(C)C)c2)CC1
    6, 3, -9, 0, -1, -2, 4, 0, 0.3, -1
4. CC(C)CC(NC=C1C(=O)OC(C)(C)OC1=O)C(=O)O (stereo unspecified)
    -3, 2, -6, -1, 1, 6, 1, 3, 0.3, 0
5. COc1cc(C(=O)NCC2(N3CCCCC3)CCCCC2)ccc1OCC(=O)N1CCOCC1
    5, -3, 4, -2, -2, -2, 4, 0, -0.4, 0
6. CCOc1ccccc1Nc1nnc(SCc2nnc(-c3cc(OC)c(OC)c(OC)c3)o2)s1
    2, -39, 0, 2, -2, -2, -3, 1, -2.5, 2
7. CC(NC(=O)C12CC3CC(C1)CC(n1cncn1)(C3)C2)C12CC3CC(CC(C3)C1)C2 (stereo unspecified)
    -2, -4, 3, 0, 2, -11, 1, 2, -1.4, -6
8. Cc1cc(NC(=O)c2ccc(NC(=O)C3CC3)cc2)no1
    -4, 8, -1, -1, 0, -1, -1, -1, 0.7, 4
9. C=CCN(C(=O)Cn1nnc2ccccc21)C(C(=O)NCCOC)c1ccc(OC)cc1OC (stereo unspecified)
    6, -3, 1, -3, 3, -7, 2, 8, 0.1, -1
10. Cc1ccccc1NC(=O)COC(=O)c1ccc(S(=O)(=O)N2CCCC2)cc1
    7, 6, 1, -3, -1, 0, -1, -3, -0.6, 4
11. CCOC(=O)c1cc(-c2ccccc2)sc1NC(=O)C(C)N1C(=O)NC(C)(c2ccc(Cl)cc2)C1=O (stereo unspecified)
    4, -100, -2, -4, -9, 22, -42, -1, 0.2, 2
12. O=[N+]([O-])c1ccc(N(CCO)Cc2ccccc2)c([N+](=O)[O-])c1
    3, -3, 3, 0, -1, 0, -6, 1, -1.3, 0
13. CN(C)CCN(Cc1ccc(Cl)cc1)c1ccccn1
    -2, 5, 1&0, -4, 2, 3, -6, 4, -5.0, 4
14. Cc1ccc(C(C)C)c(OCC(=O)NNC(=O)C(C(C)C)N2C(=O)c3ccccc3C2=O)c1 (stereo unspecified)
    3, -15, -1, 0, -1, 0, -2, -1, -2.7, 1
15. Cc1ccc(C)c(NC(=O)C(NCC(C)(C)N2CCOCC2)c2ccccc2)c1 (stereo unspecified)
    1, 8, -7, -2, 0, -8, 2, -2, 2.2, 0
16. CCc1ccc(N2C(=O)CN(Cc3sccc3C)C2=S)cc1
    -1, -18, 6, -3, 5, -2, 0, 12, -0.8, 2
17. CC(=O)c1cccc(NC(=O)C2C3C=CC(C3=C(c3ccccc3)c3ccccc3)C2C(=O)O)c1 (stereo unspecified)
    -2, 10, 2, 0, -8, 5, 2, 2, -3.6, 7
18. CCCNC(=O)C(Cc1ccccc1)NC(=O)c1cccc([N+](=O)[O-])c1 (stereo unspecified)
    -3, -2, -5, 0, 1, -4, 5, 2, 2.2, -2
19. CCC(Sc1ccc(Cl)cc1)C(=O)Nc1nnc(-c2cccc([N+](=O)[O-])c2)s1 (stereo unspecified)
    -1, -13, -2, 2, -7, 3, 8, -1, -1.1, 0
20. Cc1ccc(NC(=S)NN2CCOCC2)c(C)c1
    -6, 3, 4, -1, 6, 1, 3, 2, -0.2, 2
21. CSc1ccc(CNC2CC2)cc1
    1, 2, 0, -1, 0, 0, 4, -2, 1.9, -5
22. Cc1ccc(S(=O)(=O)N/N=C/c2ccccc2O)cc1
    -4, 0, -3, -2, -3, 2, 2, -4, -2.1, 5
23. O=C(NC1CC1)c1ccc(N2CCCCC2)c([N+](=O)[O-])c1
    8, 5, 2, 3, -9, -4, 2, -5, -3.3, -2
24. c1ccc(-c2nc3ccccn3c2NC2CCCC2)nc1
    -3, ·, 0, -2, 2, -7, 10, 0, -2.5, 4
25. CC1=C(C(=O)OC(C)C)C(c2c[nH]c3ccccc23)n2ncnc2N1 (stereo unspecified)
    1, 10, 6, -1, 1, 1, -9, 0, -1.6, -1
26. O=C(COc1ccc2ccccc2c1)NNC(=O)c1ccccc1
    1, -6, 1, 1, 1, 5, 1, -2, -3.4, -1
27. O=c1[nH][nH]c(C(F)(F)F)c1C=Nc1ccccc1
    4, -3, 2, 2, 1, 1, 0, -1, -0.3, 5
28. COC(=O)[C@@H](NC(=O)N1CCN(c2cccc(C(F)(F)F)c2)CC1)C(C)C
    7, -6, 0, -2, -2, -2, 4, 0, -0.4, 1
29. Clc1ccccc1CO/N=C1\CCCc2nonc21
    -3, -6, 11, 5, 3, -2, 4, 0, -0.5, -1
30. CC(C)NC(=O)N1Cc2cc(C(=O)NCC(F)(F)F)nc(-c3cccc(-c4cc5ccccc5o4)c3)c2[C@@H]1CCO
    -4, ·, 2, 0, 0, 8, -26, -3, -1.1, -1

Compounds 14–15, quoted:
Order of results – TCR-CD3 inh, HTRA1 inhibitor, NR1D1 modulator, PRMT1 inh, MBD2 inh, rCAG binder, mABHD4 FP, UHRF1 binding, PG9 Ab binder, LEDGF integ inh
14. Cc1ccc(C(C)C)c(OCC(=O)NNC(=O)C(C(C)C)N2C(=O)c3ccccc3C2=O)c1 (stereo unspecified)
    3, -15, -1, 0, -1, 0, -2, -1, -2.7, 1
15. Cc1ccc(C)c(NC(=O)C(NCC(C)(C)N2CCOCC2)c2ccccc2)c1 (stereo unspecified)
    1, 8, -7, -2, 0, -8, 2, -2, 2.2, 0

Other records
Order of results – TCR-CD3 inh, HTRA1 inhibitor, NR1D1 modulator, PRMT1 inh, MBD2 inh, rCAG binder, mABHD4 FP, UHRF1 binding, PG9 Ab binder, LEDGF integ inh
31. COc1ccc(C(C(=O)NCc2ccccc2)N(Cc2ccco2)C(=O)c2snc(C(N)=O)c2N)cc1 (stereo unspecified)
    -2, -11, 0, 1, -3, 6, -4, -1, 1.8, 4
32. CCc1ccccc1NC(=O)CN(C)C(=O)COC(=O)c1ccccc1Cl
    -1, 3, 1, -1, 0, -3, -4, 0, -2.2, 0
33. Nc1nonc1C(=O)N/N=C/c1ccncc1
    -5, 5, 1, 1, 4, 1, 2, 1, -0.6, -7
34. CCn1c(=S)[nH]c2ccccc21
    0, -1, 3, 1, 0, 1, -6, 0, 0.3, 3
35. Cc1ccccc1C(=NCCCN(C)C)c1ccccc1C
    4, 1, 1, -1, -1, -1, 0, 1, -0.1, 2
36. O=C(Nc1ccc(Cl)cc1)N[C@H]1CC[C@H](CCn2cc(-c3ccccc3F)nn2)O[C@@H]1CO
    2, ·, 6, -2, -3, 2, 1, -3, 4.3, -2
37. COC(=O)c1ccccc1NC(=O)C12CCC(C)(C(=O)O1)C2(C)C (stereo unspecified)
    2, 5, -8, 0, -4, -6, 1, -3, 0.1, 0
38. CCCNC(=O)c1ccc(Cl)cc1Cl
    -5, -1, 3, 0, 0, -1, 3, 1, -1.4, -2
39. COCC[N+]1(C)CCCCC1
    -2, 1, -3, 2, -1, 0, 2, 1, 2.3, -2
40. CN(Cc1cccnc1)C(=O)CC1C(=O)NCCN1CC(c1ccccc1)c1ccccc1 (stereo unspecified)
    3, 2, 5, 0, 3, -2, 0, -2, -1.3, -4
41. O=C(NCCc1ccc(F)cc1)Nc1ccccc1Cl
    1, 1, 7, -4, -6, -3, -3, 0, 1.1, 3
42. CC(=NNC(=O)c1cccc(S(=O)(=O)N2CCOCC2)c1)c1ccccc1
    -2, 14, 0, 3, 1, 3, 6, -2, -0.2, -5
43. N=c1ccn(Cc2cccc(Cl)c2)cc1
    11, 3, -1, -3, 6, -3, -3, -2, -0.2, -1
44. O=C(NCc1ccccc1)C1=C[C@H](c2ccc(C(F)(F)F)cc2)C[C@H](OCCCCO)O1
    -4, -22, 4, -1, -8, -1, -8, -3, 0.0, 1
45. CCOC(=O)N1CCN(c2c(NCc3ccc(Cl)cc3)c(=O)c2=O)CC1
    0, 1, -5, 2, 0, 0, 2, 1, 0.4, -2
46. O=C(CSc1nnc(-c2cccs2)o1)Nc1cccc(S(=O)(=O)N2CCCCC2)c1
    6, 5, -3, 2, -1, 7, -5, -1, -2.2, -1
47. CCC(=O)c1cc2c(cc1NC(=O)c1ccc(C)cc1)OCCO2
    8, 9, 1, -1, -2, 2, -8, -2, -1.5, -2
48. C#Cc1cccc(-n2nnc(C(C)=O)c2C)c1
    -3, -1, 2, 6, 0, -5, -6, 2, -1.1, -4
49. C=CCN(c1ccccc1OC)S(=O)(=O)c1cccc(C(=O)OCC(=O)c2c(N)n(C)c(=O)n(C)c2=O)c1
    -1, -35, 1, 1, 2, 10, -23, 5, -0.3, -2
50. CN(Cc1ccccc1)C(=S)NC(=O)c1cccs1
    -3, 0, 11, -2, -4, 0, -2, -3, -0.4, 6
51. Cc1ccccc1OCCC(=O)OCC(=O)N1CCN(S(=O)(=O)c2ccc(Cl)cc2)CC1
    8, -12, 5, -3, 2, -5, -4, -2, -1.1, 6
52. COc1cc(CNC2CCCC2)c(Br)cc1OC1CCCC1
    4, -2, -2, 1, 0, 0, 3, 30*, 0.7, -4
53. Cc1nn(CCCC(=O)NCc2ccc(F)cc2)c(=O)c2nccn12
    0, 2, 5, 1, 3, 3, -5, -1, -1.5, 7
54. O=C(OCC(=O)c1ccc[nH]1)c1ccc(Cl)c(Cl)c1
    2, -11, 6, 4, -5, 7, -1, 2, 0.8, -7

Single records, as listed above. Order of screens: TCR-CD3 inh | HTRA1 inhibitor | NR1D1 modulator | PRMT1 inh | MBD2 inh | rCAG binder | mABHD4 FP | UHRF1 binding | PG9 Ab binder | LEDGF integ inh
O=C(Nc1ccc(Cl)cc1)N[C@H]1CC[C@H](CCn2cc(-c3ccccc3F)nn2)O[C@@H]1CO across the screens: 2 | · | 6 | -2 | -3 | 2 | 1 | -3 | 4.3 | -2
Cc1ccc(C)c(NC(=O)C(NCC(C)(C)N2CCOCC2)c2ccccc2)c1 (stereo unspecified) across the screens: 1 | 8 | -7 | -2 | 0 | -8 | 2 | -2 | 2.2 | 0
CN(C)CCN(Cc1ccc(Cl)cc1)c1ccccn1 across the screens: -2 | 5 | 1&0 | -4 | 2 | 3 | -6 | 4 | -5.0 | 4
C=CCN(C(=O)Cn1nnc2ccccc21)C(C(=O)NCCOC)c1ccc(OC)cc1OC (stereo unspecified) across the screens: 6 | -3 | 1 | -3 | 3 | -7 | 2 | 8 | 0.1 | -1

Sorted by heavy-atom count (low to high): some entries from above
Order of results – TCR-CD3 inh, HTRA1 inhibitor, NR1D1 modulator, PRMT1 inh, MBD2 inh, rCAG binder, mABHD4 FP, UHRF1 binding, PG9 Ab binder, LEDGF integ inh
35. Cc1ccccc1C(=NCCCN(C)C)c1ccccc1C
    4, 1, 1, -1, -1, -1, 0, 1, -0.1, 2
53. Cc1nn(CCCC(=O)NCc2ccc(F)cc2)c(=O)c2nccn12
    0, 2, 5, 1, 3, 3, -5, -1, -1.5, 7
46. O=C(CSc1nnc(-c2cccs2)o1)Nc1cccc(S(=O)(=O)N2CCCCC2)c1
    6, 5, -3, 2, -1, 7, -5, -1, -2.2, -1
36. O=C(Nc1ccc(Cl)cc1)N[C@H]1CC[C@H](CCn2cc(-c3ccccc3F)nn2)O[C@@H]1CO
    2, ·, 6, -2, -3, 2, 1, -3, 4.3, -2
49. C=CCN(c1ccccc1OC)S(=O)(=O)c1cccc(C(=O)OCC(=O)c2c(N)n(C)c(=O)n(C)c2=O)c1
    -1, -35, 1, 1, 2, 10, -23, 5, -0.3, -2

A portion of the library. The share of hits here may be higher or lower than overall.
